From PubChem BioAssay
CHX counter – Cycloheximide Counterscreen for Small Molecule Inhibitors of Shiga Toxin; max response, %; 300,000 tested, 12% active; AID 2314, 2010; cell reporter, cycloheximide protein synthesis inhibition counterscreen; in the data active = max response mostly above about 13%, no sharp cut-off; inactive = mostly below about 14%; also: read at 38.3 µM for the half of the compounds with a filed dose; 0% is about no effect
HCV inh – qHTS Assay for Inhibitors of Hepatitis C Virus (HCV) | Huh7.5.1 HCVcc-Cre infection, luciferase reporter, 44 h | Potency, µM (doses to about 41.8 µM), without a hit: at the top dose activity change, negative = inhibition, most hits filed as inhibitors | 340,000 tested, 3.4% active; also: potency is read from the fitted curve at half-maximal effect; % is scaled to controls: 0 for no effect and ±100 for the full control effect
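Luciferase read-out (15 sec integration) after a 15 min room-temperature substrate step quantifies HCVcc-Cre infection. Cells, 1,000 per well, had compound added 4 h post-plating, then virus at ~0.5 moi, and were cultured 44 h.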
Shiga inhibitor – A qHTS for Small Molecule Inhibitors of Shiga Toxin; inhibition, % at 38.7 µM; 290,000 tested, 9.2% active; Vero cells, Shiga toxin protein synthesis inhibition reporter; AID 2315, 2010; in the data active = inhibition mostly above about 28%, no sharp cut-off; inactive = mostly below about 43%; also: 0% is about no effect
Pf growth 48h – Primary qHTS for delayed death inhibitors of the malarial parasite plastid, 48 hour incubation. P. falciparum luciferase growth in erythrocytes, 48 h. Potency, µM (doses to about 28.7 µM), without a hit: at the top dose activity change, negative = inhibition, usual class: inhibitors. 310,000 tested, 5.9% active. AID 504832, 2011; also: potency is read from the fitted curve at half-maximal effect; % is scaled to controls: 0 for no effect and ±100 for the full control effect
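Luciferase-expressing P. falciparum in infected erythrocytes (2% hematocrit, 0.1% parasitemia final) in RPMI 1640/0.5% Albumax were exposed to compound for 48 hours at 37 C, 5% CO2; growth read as luminescence.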
Pf growth 96h – Primary qHTS for delayed death inhibitors of the malarial parasite plastid, 96 hour incubation. P. falciparum luciferase reporter growth, 96 h. Potency, µM (highest dose often 28.7 µM), for the others: at the highest dose activity change, negative = inhibition, most hits filed as inhibitors. 320,000 tested, 6.9% active; also: potency is read from the fitted curve at half-maximal effect; % is scaled to controls: 0 for no effect and ±100 for the full control effect
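P. falciparum expressing integrated firefly luciferase grown in erythrocytes (2% hematocrit, 0.05% parasitemia final) with compounds for 96 hours at 37 C, 5% CO2. Growth inhibition read as loss of luminescence after adding luciferase detection reagent.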
Tb PYK inh – qHTS of Trypanosoma Brucei Inhibitors; TbPYK enzyme, Kinase-Glo Plus ATP luminescence, 45 min; pyruvate kinase (Trypanosoma brucei), Q57TT1; Potency, µM (series often up to 76.8 µM), for the others: at the highest dose activity, negative = inhibition, hits mostly inhibitors; 410,000 tested, 0.12% active; also: potency is read from the fitted curve at half-maximal effect; % is scaled to controls: 0 for no effect and ±100 for the full control effect; nearly all actives have a fitted effect of over 50% in size
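Screened from lowest to highest concentration, compounds were pinned into TbPYK/substrate mixtures, and ADP (130 uM final) was added. Plates sat at room temperature for 45 min prior to Kinase-Glo Plus detection by luminescence.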
LmPK inh – qHTS Assay for Inhibitors of Leishmania Mexicana Pyruvate Kinase (LmPK) | AID 1721, 2009 | 290,000 tested, 0.37% active | Potency, µM (series often up to 57.5 µM), inactives show top-dose activity change, negative = inhibition, hits mostly inhibitors | Q27686 | purified LmPK, Kinase-Glo ATP luminescence, 1 h; also: potency is read from the fitted curve at half-maximal effect; % is scaled to controls: 0 for no effect and ±100 for the full control effect
Target sequence (Q27686 whole entry, looked up): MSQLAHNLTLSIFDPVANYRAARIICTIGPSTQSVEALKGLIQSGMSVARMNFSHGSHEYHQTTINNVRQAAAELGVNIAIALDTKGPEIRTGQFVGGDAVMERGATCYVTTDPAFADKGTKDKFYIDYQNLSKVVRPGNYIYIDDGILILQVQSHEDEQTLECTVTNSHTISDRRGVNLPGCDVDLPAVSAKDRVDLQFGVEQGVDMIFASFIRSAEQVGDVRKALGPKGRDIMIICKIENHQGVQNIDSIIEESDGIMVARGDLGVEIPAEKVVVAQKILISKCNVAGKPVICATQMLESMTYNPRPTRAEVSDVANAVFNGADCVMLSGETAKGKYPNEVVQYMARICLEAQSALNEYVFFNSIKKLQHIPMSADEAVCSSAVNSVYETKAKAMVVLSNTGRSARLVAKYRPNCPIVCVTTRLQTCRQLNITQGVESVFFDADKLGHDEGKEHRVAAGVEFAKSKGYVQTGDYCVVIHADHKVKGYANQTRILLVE
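Pyruvate kinase activity monitored as ATP production (luciferase luminescence). Conditions: 0.1 nM enzyme, 0.5 mM PEP, 0.1 mM ADP, 1 h, RT; normalized against uninhibited and no-enzyme wells.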
Starred values were filed as active, the others as inactive; ? = inconclusive; nt = not tested or not shown; [ ] = another dose, or the depositor's remark. Unless noted, calls follow the shape of the dose curve; as a rule, active = well fitted curve in the direction sought with a large enough effect; inconclusive = small, poorly fitted or top-dose-only effect, or another doubt; inactive = no such curve, though single readings can be large; an effect the other way counts as inactive or inconclusive. Hits appear at their usual frequency; overall some 24% were active at least once.

#1 COc1ccc(OCCN2C(=O)c3ccccc3C2=O)c([N+](=O)[O-])c1
#2 COc1ccc(NC(=O)c2ccccc2NC(=O)c2ccccc2C(=O)O)c(OC)c1
#3 CC(OCCN1CCCC1)(c1ccc(F)cc1)c1ccc(F)cc1
#4 O=C(COc1ccc(S(=O)(=O)N2CCCCC2)cc1)N1CCN(Cc2ccccc2)CC1
#5 O=C(O)COCC(=O)Nc1ccc2c(c1)ncn2CCc1ccccc1
#6 COc1ccc(NC(=O)CCCC2CCCCC2)c(OC)c1
Compound	1	2	3	4	5	6
CHX counter	96*	11*	-2	-3	-3	31*
HCV inh	-4%	-5%	-16%	?	?	0%
Shiga inhibitor	62*	53*	-7	-8	-6	72*
Pf growth 48h	23%	?	?	?	-10%[0.00184 µM]	107%[activator]
Pf growth 96h	48%[activator]	49%[activator]	?	3%	21%	108%[activator]
Tb PYK inh	1%	1%	-12%	-9%	2%	1%
LmPK inh	-6%	0%	-4%	3%	2%	-21%

#7 Cc1ccc(NC(=S)NNc2ccc([N+](=O)[O-])cc2S(=O)(=O)Nc2ccccc2C(=O)O)cc1C
#8 Cc1ccsc1/C=C(\C#N)C(=O)NC1CCS(=O)(=O)C1 (stereo unspecified)
#9 COc1ccccc1Nc1nc(N)nc(CSC(=S)N2CCN(c3ccccc3)CC2)n1
#10 O=C(NCC1(c2ccccc2)CCCC1)C(=O)NCC1(c2ccccc2)CCCC1
#11 O=C(NNC(=O)C1CC1c1ccccc1)c1ccccc1[N+](=O)[O-] (stereo unspecified)
#12 Cc1nnc2c(NCCc3ccccc3)nc3ccccc3n12
Compound	7	8	9	10	11	12
CHX counter	5	22	18	-2	1	-6
HCV inh	4%	8%	?	12%	1%	2%
Shiga inhibitor	35	0	21	12	-8	-9
Pf growth 48h	4%	?	?	0%	47%[activator]	13%
Pf growth 96h	-19%	3%	?	4%	12µM*	?
Tb PYK inh	?	2%	-1%	1%	2%	-7%
LmPK inh	-13%	1%	-8%	3%	-1%	1%

#13 CC(=Nc1ccccc1)Nc1ccccc1
#14 Cc1cc(NC(=O)CSc2nc3sc4c(c3c(=O)n2C)CCCC4)no1
#15 Cc1nc2ccccc2c(=O)n1-c1ccc(Cl)cc1[N+](=O)[O-]
#16 O=C(NC1=NCCS1)c1ccccc1OCc1ccc(F)cc1
#17 CCOC(=O)C1=C(C)NC(=S)NC1c1ccc(OCC(=O)N2CCCCC2)cc1 (stereo unspecified)
#18 CCCCCC/C=C/c1ccc(OC)c([C@H]2[C@H]3C=CC[C@@H](C)[C@@H]3C(=O)N2Cc2ccccc2)c1
Compound	13	14	15	16	17	18
CHX counter	-2	-3	13	3	-1	-3
HCV inh	-1%	-3%	-2%	-16%	-10%	43%[activator]
Shiga inhibitor	14	-10	22	-6	-4	-10
Pf growth 48h	19%	8%	-15%	43%[activator]	-20%	-17%
Pf growth 96h	nt	-20%	10%	2%	?	-11%
Tb PYK inh	2%	-5%	1%	2%	-3%	1%
LmPK inh	6%	1%	-6%	-1%	-3%	-1%

#19 O=C(NCCN1C(=O)CSC1=O)c1ccccc1
#20 CCOC(=O)C1=C(COC(=O)c2ccc3ccccc3c2O)NC(=O)NC1C (stereo unspecified)
#21 CN(CC(=O)Nc1cccc(F)c1)C(=O)c1ccccc1OCC(=O)Nc1cccc(C(F)(F)F)c1
#22 CC(C)OCCCNC(=O)C(=O)NCCCOC(C)C
#23 COC(=O)[C@H](Cc1ccccc1)NC(=O)N1CC(C)OC(C)C1 (stereo partly specified)
#24 O=C(O)/C=C\C(=O)NNC(=O)c1cc(-c2ccccc2)n[nH]1
Compound	19	20	21	22	23	24
CHX counter	0	nt	nt	-2	1	11
HCV inh	4%	?	?	16%	-4%	4%
Shiga inhibitor	11	nt	nt	-19	-8	0
Pf growth 48h	2%	?	?	45%[activator]	-8%	10%
Pf growth 96h	9%	?	?	-5%	?	44%[activator]
Tb PYK inh	3%	2%	5%	1%	-1%	-5%
LmPK inh	-4%	nt	nt	3%	0%	6%

#25 Cc1cc2ccccc2c(=O)n1CC(=O)Nc1ccc2c(c1)OCO2
#26 COc1ccc(NC(=O)Cc2nnc(SCC(=O)NC3CCCC3)n2C)cc1
#27 COc1cccc(OCc2nc(-c3ccc(Br)o3)no2)c1
#28 Cn1c(Cl)c(C(=O)Nc2ccccc2)c2ccccc21
#29 CC(Cc1ccccc1)NC(=O)/C=C/c1ccc([N+](=O)[O-])cc1 (stereo unspecified)
#30 COc1ccccc1N/N=C/c1c(CO)cnc(C)c1O
Compound	25	26	27	28	29	30
CHX counter	-5	0	28*	23*	-4	2
HCV inh	-7%	17%	34%[activator]	?	?	?
Shiga inhibitor	-5	-7	48	41*	16	13
Pf growth 48h	-20%	-3%	14%	7%	1%	-5%
Pf growth 96h	71%[activator]	-15%	124%[activator]	51%[activator]	1%	18%
Tb PYK inh	-7%	3%	3%	-5%	-5%	4%
LmPK inh	-2%	-3%	3%	-1%	1%	3%

#31 CCOC(=O)C(NC(=O)c1cccnc1)(Nc1cccc(C)n1)C(F)(F)F (stereo unspecified)
#32 Cc1ccc(S(=O)(=O)Oc2ccc(/C=N/NC(=O)c3nn(C)cc3[N+](=O)[O-])cc2)cc1
#33 CC(C)(C)C(=O)CC(=O)Nc1ccc(Cl)c(N)c1
#34 CCSc1nnc(NC(=O)CN(C)S(=O)(=O)c2ccc(F)cc2)s1
#35 COC(=O)c1ccc(C(=O)N(CCN(C)C)c2nc3c(Cl)cccc3s2)cc1
#36 CCc1ccc(OCCCC(=O)O)c(Br)c1
Compound	31	32	33	34	35	36
CHX counter	-2	-1	47*	-2	-6	15
HCV inh	1%	6%	6%	8%	-27%	22%
Shiga inhibitor	23	-6	167*	15	-11	23
Pf growth 48h	7%	4%	79%[activator]	33%[activator]	-6%	14%
Pf growth 96h	nt	12%	?	-15%	45%[activator]	30%[activator]
Tb PYK inh	-4%	2%	0%	4%	-1%	1%
LmPK inh	-3%	0%	-2%	5%	4%[11.5 µM]	1%

#37 O=C(Nc1ccccc1C(=O)NCc1ccco1)NC1CCCCC1
#38 Cc1c(N2CCCC2)cc2c(c1N)C(C)(C)CC2(C)C
#39 CCN(CC)Cc1cc(C(=O)O)c(-c2ccccc2)o1
#40 Cc1cc(N=Cc2c(O)n(-c3ccc(C)c(C)c3)c(=O)c3ccccc23)no1
#41 CC(C)(C)NC(=O)C(=O)NNC(=O)C12CC3CC(CC(C3)C1)C2
#42 CC(=O)C1=C(O)C(=O)N(Cc2ccccc2)C1c1ccc(Br)cc1 (stereo unspecified)
Compound	37	38	39	40	41	42
CHX counter	-3	-2	-2	-3	2	-7
HCV inh	-5%	17%	7%	-12%	-2%	18%
Shiga inhibitor	-6	2	21	11	-13	-4
Pf growth 48h	-19%	nt	8%	?	32%[activator]	25%
Pf growth 96h	?	-4%	24%	?	?	19%
Tb PYK inh	5%	5%	-2%	nt	-4%	-8%
LmPK inh	-1%	-2%	-3%	2%	-2%	-1%

#43 COc1cc(CNCCO)cc(Br)c1OCc1ccccc1
#44 COc1ccc(Cl)cc1NC(=O)CN(C)C(=O)CCCNC(=O)c1ccc(Cl)cc1
#45 COc1cccc(CN(C)C(=O)c2cccnc2SC)c1OC
#46 COc1ccc(CNC(=O)C2CC(=O)N(c3ccc(OCC(=O)N4CCCCC4)cc3)C2)cc1 (stereo unspecified)
#47 COc1ccc(C(=O)Nc2ccc(C(=O)Nc3nccs3)cc2)cc1[N+](=O)[O-]
#48 NNC(=O)CN1C(=O)Nc2ccc(Cl)cc2C1c1ccccc1 (stereo unspecified)
Compound	43	44	45	46	47	48
CHX counter	-3	nt	-3	6	-4	-3
HCV inh	-29%	?	-5%	5%	11%	1%
Shiga inhibitor	-1	nt	-4	-17	-9	2
Pf growth 48h	?	25%	0%	-3%	25%	?
Pf growth 96h	19%	49%[activator]	-1%	15%	4%	?
Tb PYK inh	0%	1%	1%	-10%	4%	-5%
LmPK inh	3%	nt	6%	1%	3%	0%

#49 Cc1ccc(CN(C(=O)c2csnn2)C(C(=O)NC2CCCC2)c2ccccn2)cc1 (stereo unspecified)
#50 CCc1cccc(NC(=O)CCSCCC(=O)Nc2cccc(CC)c2)c1
#51 Cc1cnc(C(=O)Nc2ccc(C)c(S(=O)(=O)N3CCCCCC3)c2)cn1
#52 CC(=O)Nc1ccc(-c2nnn(CC(=O)c3ccc(F)cc3)n2)cc1Cl
#53 Cc1ccc(C(=O)N2CCN3C(=O)c4ccccc4C23c2ccc(Cl)cc2)cc1 (stereo unspecified)
#54 Nc1c(NC(=O)CC[n+]2ccccc2)cccc1[N+](=O)[O-]
Compound	49	50	51	52	53	54
CHX counter	5	7	nt	-2	-2	46*
HCV inh	-17%	1%	-18%	-1%	10µM*	-2%
Shiga inhibitor	-4	-15	nt	-2	-20	96*
Pf growth 48h	?	-1%	?	?	nt	93%[activator]
Pf growth 96h	4%	nt	0%	13µM*	6.6µM*	73%[activator]
Tb PYK inh	4%	-3%	2%	2%	4%	0%
LmPK inh	-3%	-1%	nt	4%	4%	3%

#55 CC(C)N1CCc2c(sc(NC(=O)c3cc4cc([N+](=O)[O-])ccc4s3)c2C(N)=O)C1
#56 COc1ccc(NC(=O)C2CCCCN2S(=O)(=O)c2ccc(F)cc2)cc1 (stereo unspecified)
#57 Cc1cc(=O)oc2cc(NC(=O)C3COc4ccccc4O3)ccc12 (stereo unspecified)
#58 CCCC(=O)NCc1cc(-c2nn(C)c(=O)c3ccccc23)ccc1OC
Compound	55	56	57	58
CHX counter	-11	4	15	-5
HCV inh	?	?	?	-5%
Shiga inhibitor	-28	7	-7	-13
Pf growth 48h	-29%	-12%	37%[activator]	-24%[5.75 µM]
Pf growth 96h	?	0.59µM*	12%	?
Tb PYK inh	-3%	2%	-6%	0%
LmPK inh	-11%	3%	-3%	-3%

Sorted by length of the SMILES (lowest first): three of the compounds above.
#54 Nc1c(NC(=O)CC[n+]2ccccc2)cccc1[N+](=O)[O-]
#56 COc1ccc(NC(=O)C2CCCCN2S(=O)(=O)c2ccc(F)cc2)cc1 (stereo unspecified)
#53 Cc1ccc(C(=O)N2CCN3C(=O)c4ccccc4C23c2ccc(Cl)cc2)cc1 (stereo unspecified)
Compound	54	56	53
CHX counter	46*	4	-2
HCV inh	-2%	?	10µM*
Shiga inhibitor	96*	7	-20
Pf growth 48h	93%[activator]	-12%	nt
Pf growth 96h	73%[activator]	0.59µM*	6.6µM*
Tb PYK inh	0%	2%	4%
LmPK inh	3%	3%	4%
